High-throughput results: PubChem BioAssay, National Center for Advancing Translational Sciences (NCATS)
IL-1B inflam inh – blocks inflammasome-driven IL-1 beta release; THP-1 LPS/ATP IL-1B secretion, AlphaLISA, 16 h; active compounds read low; actives 4.7% (n = 360,000); activity change, % at 57.5 µM; in the data active = activity change below about -50%; inconclusive = mostly about -30% to -49%; also: % is scaled to controls: 0 for no effect and ±100 for the full control effect
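Secreted IL-1B measured by AlphaLISA bead assay after 16 h compound exposure of THP-1 cells; compounds (final up to 57.5 uM) added 1 h before LPS (250 ng/mL) and ATP (1.25 mM) stimulation; lower signal means less secretion.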
HT1080NT lethal – kills 2HG-producing HT-1080-NT fibrosarcoma cells; actives 1.6% (n = 360,000); Potency, µM (top dose mostly 46.1 µM), inactives show at the highest dose activity, negative = less viability, actives largely listed as cytotoxic; HT-1080-NT fibrosarcoma viability, CellTiter-Glo ATP luminescence, 48 h;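 also: NT is the 2HG producing partner of a matched IDH1 knockdown line; potency is read from the fitted curve at half-maximal effect; 0% = DMSO-treated cells and -100% = media-only wells without cells; nearly all actives have a fitted effect of over 55% in size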
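Compounds were tested in concentration-response format on HT-1080-NT cells for 48 hours at 37 degrees C. Cell viability came from CellTiter-Glo luminescence; curves were classified by r2, response magnitude and activity.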
ATXN2 expr inh – inhibitors of ATXN2 expression | HEK-293 ATXN2-luciferase reporter, luminescence, 24 h | Potency, µM (titrated, usually from 57 µM), inactives show at the highest dose activity change, negative = inhibition, hits mostly inhibitors | actives 0.72% (n = 360,000); also: potency is read from the fitted curve at half-maximal effect; % is scaled to controls: 0 for no effect and ±100 for the full control effect; nearly all actives have a fitted effect of over 55% in size
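qHTS (up to 57 uM final) was run with 24 h compound exposure of reporter cells at 37 °C. Each well was multiplexed: SteadyGlo luminescence measured ATXN2-luciferase expression after a fluorogenic Gly-Phe-AFC viability readout (25 uM final).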
KB-3-1 tox – KB-3-1 parental cell cytotoxicity; Potency, µM (highest dose often 46.1 µM), for inactives: at the highest dose activity change, negative = cytotoxic, usual class: cytotoxic; AID 1347075; actives 1.4% (n = 400,000); KB-3-1 viability, CellTiter-Glo ATP luminescence, 72 h; also: potency is read from the fitted curve at half-maximal effect; % is scaled to controls: 0 for no effect and ±100 for the full control effect; nearly all actives have a fitted effect of over 60% in size
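Parental KB-3-1 viability, qHTS format: 72 h compound exposure, 37 °C; CellTiter-Glo; media-only wells and DMSO plates as controls; concentration-effect fits on corrected data.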
SW480 rerep – inducers of DNA re-replication in SW480 colon cancer cells | SW480 DNA re-replication, Hoechst DNA content imaging, 48 h | Potency, µM (series often up to 46.1 µM), inactives show at the highest dose re-replication activation, actives largely listed as activators | actives 1.8% (n = 340,000); also: potency is read from the fitted curve at half-maximal effect; % of control where 0% means no effect; nearly all actives have a fitted effect of over 55% in size
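First, 250 cells per well were seeded. Next, compound or vehicle (23 nL) was pinned in, plates sat 48 hr at 37 C. Finally Hoechst was added for 40 min before fluorescence scanning.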
MCF10A rerep – inducers of DNA re-replication in MCF 10A breast cells; MCF 10A DNA re-replication, Hoechst nuclear intensity, 48 h; Potency, µM (series often up to 46.1 µM), for the others: at the top dose activity, positive = re-replication, actives largely listed as activators; actives 2.9% (n = 350,000); AID 624296; also: potency is read from the fitted curve at half-maximal effect; % of control where 0% means no effect; nearly all actives have a fitted effect of over 50% in size
S2 tox – reduces viability in counter-screen for ATXN expression inhibitors; S2 cells (HEK-293 line with an ATXN2-luciferase reporter) viability, CellTiter-Fluor protease fluorescence, 24 h; Potency, µM (doses to about 56.7 µM), usual class: cytotoxic; actives 0.49% (n = 400,000); AID 651635; also: potency is read from the fitted curve at half-maximal effect; nearly all actives have a fitted effect of over 40% in size
HepG2 tox – counter-screen for TGF-b inhibitors: cytotoxicity in HepG2 cells; AID 588856; Potency, µM (highest dose often 46.1 µM), without a hit: top-dose activity change, negative = cytotoxicity, most hits filed as cytotoxic; HepG2 CAGA-GFP viability, ATP luminescence, 18 h; actives 0.76% (n = 410,000); also: potency is read from the fitted curve at half-maximal effect; some results filed as inactive show a strong effect at the top dose
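HepG2 CAGA-GFP cells (1000/well, DMEM with 1% FBS) received compound, then TGF-beta at 500 pg/mL final, and were incubated 18 hours at 37 degrees C. Viability was read by CellTiter-Glo luminescence. Media-only wells were set as complete cell-killing and DMSO as no toxicity.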
HT1080 IDH1KD tx – HT-1080 IDH1 knockdown cell toxicity (counter line); HT-1080 IDH1 knockdown viability, ATP luminescence, 48 h; actives 2% (n = 360,000); AID 686971; Potency, µM (titrated, usually from 46.1 µM), inactives show top-dose activity, negative = toxicity, hits mostly cytotoxic;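 also: potency is read from the fitted curve at half-maximal effect; 0% = DMSO wells and -100% = cell-free medium wells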
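% activity derives from luminescence (CellTiter-Glo), normalised to DMSO and no-cell wells. HT-1080-IDH1KD cells, 750/well, had 48 h compound exposure at 37 °C.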
* marks the source's active call; other numbers are inactive results; i = inactive; ? = inconclusive; nt = not tested or not shown; & = joins results of further samples; [ ] = dose if it differs, or a comment. Unless noted, calls follow the shape of the dose curve; as a rule, active = well fitted curve in the direction sought with a large enough effect; inconclusive = small, poorly fitted or top-dose-only effect, or another doubt; inactive = no such curve, though single readings can be large; an effect the other way counts as inactive or inconclusive.

SMILES	IL-1B inflam inh	HT1080NT lethal	ATXN2 expr inh	KB-3-1 tox	SW480 rerep	MCF10A rerep	S2 tox	HepG2 tox	HT1080 IDH1KD tx
O=C(N1CCCC1)C12CC3CCC(CC(C3)C1)C2	-3	7%	-26%	13%	?	?	i	5%	1%
Cc1cccc(C)c1NC(=O)CN1N=NC2C(=O)N(c3cccc(Cl)c3)C(=O)C21 (configuration not stated)	11	-8%	-7%	-2%	5%	?	i	-37%	-9%
Cc1ccnc(NC(=O)c2cccc([N+](=O)[O-])c2C)c1	12	7%	17%	17%	-17%	0%	i	1%	6%
CN1CCN(c2ccc([N+](=O)[O-])c(Sc3nc4ccccc4[nH]3)c2)CC1	-27	3%	-5%	?	10%	16%	i	-14%	-1%
CNc1cccc(-c2cccc(C(=O)N3CCOCC3)c2)n1	14	19%	11%	0%	nt	nt	i	-1%	?
COc1ccccc1NC(=O)C12CCC(C)(C(=O)C1)C2(C)C (configuration not stated)	4	-1%	-7%	18%	-3%	4%	i	-13%	-1%
COc1cccc(Cn2c(=O)n(-c3ccc(C)c(F)c3)c(=O)c3sc4ccccc4c32)c1	nt	nt	3%	1%	nt	nt	?	-6%	nt
CCN(CC)C(=O)C1=C(C)N(Cc2ccccc2)C(=O)C(CC(=O)NCCN2CCOCC2)C1 (configuration not stated)	9	-2%	11%	29%	nt	nt	i	5%	0%
Cc1cccc(C)c1OCC(=O)Nc1ccncc1	32	3%	-21%	-16%	-3%	9%	i	4%	-12%
COc1ccccc1NC(=O)CCC(=O)OCc1ccc([N+](=O)[O-])cc1	-20	10%	nt	5%	9%	-2%	i	4%	14%
Cn1c(SCC(=O)NC2CCS(=O)(=O)C2)nnc1-c1ccco1 (configuration not stated)	15	1%[9.24 µM]	4%	13%	-18%	-4%	i	-2%	5%
O=C(O)c1c(-c2ccccc2)c(-c2ccccc2)nc2ccccc12	11	0%	-20%	?	-2%	1%	i	7%	-3%
CCCc1nc(SCC(=O)c2ccc(OC)cc2)c2ccccc2n1	-90*	-13%	-9%	-13%	9%	?	?	-25%	0%
O=C(OCC(=O)N1CCCCC1)c1ccc(OC(F)(F)F)cc1	-2	7%	3%	1%	-3%	1%	i	-14%	8%
CCCCNC(=O)[C@H]1C[C@H]1[C@@H](O)[C@H](CO)NC(=O)[C@H](Cc1ccccc1)NC(=O)OC(C)(C)C	6	17%	7%	13%	-8%	-4%	i	-19%	13%
Cc1c(Cl)cccc1NC(=O)CCn1nc(C)c2c(C)n(-c3ccccc3)nc2c1=O	nt	nt	1%	2%	nt	nt	i	-11%	nt
Cc1cnc(C(=O)Nc2cccc(S(=O)(=O)N(C)C)c2)cn1	24	28%	4%	19%	-2%	-4%	i	-6%	28%
O=C(NCc1ccccc1)C1c2ccccc2OCC(=O)N1Cc1cccnc1 (configuration not stated)	1	-5%	2%	12%	nt	nt	i	nt	2%
O=C1c2ccccc2C(=O)N1Cc1ccccn1	-9	14%	3%	7%	2%	-3%	i	-1%	13%
O=C(COC(=O)/C=C/c1ccc(F)cc1)NCc1ccc2c(c1)OCO2	4	10%	13%	-1%	-1%	-6%	i	4%	11%
O=C(c1ccc(Cl)cc1)n1nc(-c2cccnc2)nc1NCc1ccc(F)cc1	nt	nt	-7%	6%	nt	nt	i	-17%	nt
CCOC(=O)c1cc(C)[nH]c1C	-1	-2%	6%	2%	-6%	?	i	11%	2%
N#CCc1ccc(OC(=O)c2cccnc2)cc1	-7	9%	-6%	0%	-4%	4%	i	-7%	0%
CN(C)C(=S)Nc1ccc([N+](=O)[O-])cc1	4	2%	?	15%	-8%	1%	i	-7%	1%

3 entries already listed, ordered by the value under IL-1B inflam inh, highest first.
Molecule,IL-1B inflam inh
Cc1cnc(C(=O)Nc2cccc(S(=O)(=O)N(C)C)c2)cn1,24
CN(C)C(=S)Nc1ccc([N+](=O)[O-])cc1,4
CCOC(=O)c1cc(C)[nH]c1C,-1

The results go on.
SMILES	IL-1B inflam inh	HT1080NT lethal	ATXN2 expr inh	KB-3-1 tox	SW480 rerep	MCF10A rerep	S2 tox	HepG2 tox	HT1080 IDH1KD tx
COC(=O)c1ccc(NC(=O)CSCC(=O)OCC(=O)c2ccc(Br)cc2)cc1	-11	-2%	1%	2%	0%	0%	i	-9%	0%
Cc1ccc2cc3cc(C(=O)N4CCN(Cc5ccccc5)CC4)sc3nc2c1	-3	15%	-7%	10%	-1%	0%	i	-20%	15%
COc1ccc(OC(C)C(=O)N(C)Cc2nc(-c3ccccc3)no2)cc1 (configuration not stated)	34	-1%	-22%	-15%	-9%	12%	nt	-17%	1%
CCOc1ccccc1Nc1sc(C(=O)c2ccccc2)c(N)c1C(=O)Nc1ccc(F)cc1	nt	nt	0%	-13%	nt	nt	i	-33%	nt
CCOC(=O)N1CCN(C(=O)c2cccn3c(=O)c4sccc4nc23)CC1	23	5%	8%	12%	11%	12%	i	3%	-1%
COC(=O)[C@@]12CCCN1[C@H](c1ccc(-c3ccc4c(c3)OCO4)cc1)[C@H]1C(=O)N(C)C(=O)[C@H]12	8	9%	-13%	-2%	12%	-2%	i	-5%	-3%
CC(=O)N1[C@H](C)C=C[C@]1(Cc1ccccc1)C(=O)NCCN1CCOCC1	4	15%	12%	14%	-4%	6%	i	7%	29%
O=C(Nc1cc([N+](=O)[O-])ccc1F)C1CCN(S(=O)(=O)c2cccs2)CC1	-20	-2%	-6%	nt	5%	-16%	i	-20%	5%
CC(Sc1nnc(N)s1)C(=O)c1c(N)n(C)c(=O)n(C)c1=O (configuration not stated)	22	3%	5%	-5%	-82%[inhibitor]	-31%[inhibitor]	i	3%	1%
CCOC(=O)CNC(=O)C1Cc2ccccc2CN1S(=O)(=O)c1cccs1 (configuration not stated)	-5	17%	-5%	1%	1%	6%	i	3%	16%
Cc1cc(C)cc(C(=O)NC(CC(N)=O)c2ccc(N3CCN(c4ccccn4)CC3)c([N+](=O)[O-])c2)c1 (configuration not stated)	-1	10%	11%	-3%	-10%	-19%	i	5%	6%
COc1ccc(NC(=O)CSCC(=O)Nc2nnc(CC(C)C)s2)cc1	-17	11%	6%	-2%	-58%[inhibitor]	-18%	i	-5%	-3%
Cc1ccc(-n2nnnc2SCC(=O)NC2CCS(=O)(=O)C2)c(C)c1 (configuration not stated)	23	11%	-1%	3%	-65%[inhibitor]	-1%	i	0%	-1%
COCCOC(=O)C1=C(C)N=C2SCCC(=O)N2C1/C=C/c1ccccc1 (configuration not stated)	-23	-2%	-8%	2%	-3%	2%	i	-4%	13%
COc1ccccc1CNC(=O)C1CCCN(S(=O)(=O)c2ccc3c(c2)C(C)(C)C(=O)N3C)C1 (configuration not stated)	4	0%	-6%	4%	12%	34%	i	1%	-9%
COc1ccccc1C(=O)NCCC(=O)N1CCN(c2cccc(C(F)(F)F)c2)CC1	1	-3%	6%	-19%	0%	10%	i	-13%	1%
C/C(=N\NC(=O)c1cc(-c2ccncc2)nc2ccccc12)c1ccc(OC(F)F)cc1	14	-13%	-18%	23%	-3%	5%	i	0%	-29%
CC(C)CN(C(=O)CCCOc1ccc(Cl)cc1Cl)c1c(N)n(Cc2ccccc2)c(=O)[nH]c1=O	-24	-18%	-20%	-2%	19%	3%	i	-43%	?
CCc1nnc2n1N=C(c1ccccc1)CS2	-21	4%	-4%	2%	-3%	4%	i	2%	0%
Oc1ccc(C2Nc3cccc4cccc(c34)N2)cc1	0	?	nt	-14%	3%	-8%	i	-21%	-5%
COc1ccc(-n2c(=O)c3c(c4cc(OC)ccc4n3C)n(CC(=O)NCC3CCCO3)c2=O)cc1 (configuration not stated)	nt	nt	-2%	-6%	nt	nt	i	-10%	nt
CCC(C)NS(=O)(=O)c1ccc(OCC(=O)N2CCCCC2)cc1 (configuration not stated)	?	0%	1%	-17%	-26%	2%	i	0%	2%
CC1(C(=O)NS(=O)(=O)C2CC2)CCN(C(=O)COc2ccc(Cl)cc2Cl)C1 (configuration not stated)	15	?	11%	0%	nt	nt	i	7%	13%
COc1cc(/C=C2\N=C(C)OC2=O)cc(Cl)c1OC(C)=O	17	3%	-4%	1%	2%	-4%	i	-1%	2%
O=C(NCc1ccccc1)/C(=C/c1ccc([N+](=O)[O-])cc1)NC(=O)c1ccco1	10	8%	6%	9%	0%	4%	i	3%	-1%
COc1cccc(N(CC(=O)Nc2ccccc2C(=O)N2CCCC2)S(C)(=O)=O)c1	16	18%	-17%	6%	-2%	-1%	i	-24%	22%
O=C(c1cccs1)N1CCc2ccccc2C1	?	3%	3%	1%	47%	?	i	13%	6%
CC(=O)Nc1ccccc1/C=C/c1ccc2c(C)ccc(O)c2n1	23	0%	-10%	-8%	-1%	?	i	-17%	-10%
COc1ccc2nc(-c3ccco3)c(-c3ccco3)nc2c1	-24	-2%	55%[activator]	-11%	?	?	nt	5%	-2%
NS(=O)(=O)c1ccc(Nc2ccccc2)c([N+](=O)[O-])c1	14	4%	nt	-4%	-6%	14%	?	-12%	-5%
CC(C)Oc1ccc(CNS(=O)(=O)c2csc(C(N)=O)c2)cc1	31	8%	0%&-1%	?	?	?	?	-7%&-26%	-6%
O=C1OCCC1=Cc1ccccc1	5	-2%	6%	7%	-10%	-2%	i	12%	7%
O=C(NCCNc1ccc([N+](=O)[O-])cc1Cl)c1ccccc1F	-28	-27%	nt	-1%	-2%	9%	i	-13%	-18%
